Screening results: PubChem, National Center for Advancing Translational Sciences (NCATS)
NPSR antag: blocks cAMP signaling of the human neuropeptide S receptor | Q6W5P4 | CHO-NPSR cells, cAMP TR-FRET, antagonist mode | Potency, µM (top dose mostly 38.3 µM), inactives show top-dose activity change, negative = inhibition, most hits filed as inhibitors | 220,000 tested, 1% active | AID 1461; also: % is scaled to controls: 0 for no effect and ±100 for the full control effect; nearly all actives have a fitted effect of over 50% in size; many of its hits are not listed in these tables
Target sequence (Q6W5P4 whole entry, looked up): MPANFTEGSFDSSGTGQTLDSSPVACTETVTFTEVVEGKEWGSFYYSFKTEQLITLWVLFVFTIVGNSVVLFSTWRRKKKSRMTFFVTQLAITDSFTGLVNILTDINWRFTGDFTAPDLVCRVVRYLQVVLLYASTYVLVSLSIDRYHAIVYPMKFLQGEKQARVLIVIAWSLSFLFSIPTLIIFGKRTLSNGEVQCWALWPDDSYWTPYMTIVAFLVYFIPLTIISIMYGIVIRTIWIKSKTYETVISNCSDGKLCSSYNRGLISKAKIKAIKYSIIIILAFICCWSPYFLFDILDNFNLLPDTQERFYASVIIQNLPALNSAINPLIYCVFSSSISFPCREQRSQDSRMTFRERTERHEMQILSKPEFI
SMN2 splice up: enhancers of SMN2 splice variant expression; HEK293 SMN2-luciferase splicing reporter, luminescence, 30-36 h; Potency, µM (series often up to 46.1 µM), for the others: top-dose activity change, positive = activation, actives largely listed as activators; 210,000 tested, 2.8% active; also: % of control where 0% means no effect; nearly all actives have a fitted effect of over 55% in size
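qHTS luciferase splicing reporter: luminescence rises when SMN2 exon 7 is included in transfected HEK293 cells. Compound exposure lasted 30-36 h at 37C, with 4.5 mM final sodium butyrate as control, followed by a ONE-Glo read.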
RGS12 GoLoco inh: RGS12 GoLoco-Gai1 interaction inhibition. P63096. Gai1:RGS12 GoLoco peptide FP, rhodamine, 10 min. Potency, µM (highest dose often 61.6 µM), inactives show top-dose activity, negative = inhibition, actives largely listed as inhibitors. 230,000 tested, 0.44% active. AID 880; active = well fitted inhibition curve with a large enough effect, not every such curve was filed as active; inactive = no such curve, though single readings can be large or run the other way; also: % is scaled to controls: 0 for no effect and ±100 for the full control effect; nearly all actives have a fitted effect of over 30% in size; many of its hits are not listed in these tables
Luc counter: counter-screen: inhibitors of Kinase-Glo firefly luciferase; Potency, µM (doses to about 38.3 µM), for inactives: at the top dose activity change, negative = inhibition, actives largely listed as inhibitors; 200,000 tested, 0.28% active; Kinase-Glo luciferase, ATP luminescence, 8 min; also: % is scaled to controls: 0 for no effect and ±100 for the full control effect; nearly all actives have a fitted effect of over 60% in size
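Compound is pinned into ATP-containing buffer (10 uM ATP, imidazole pH 7.2, 7 mM MgCl2). Kinase-Glo luciferase reagent is then added. Light output is recorded following an 8-min room-temperature incubation.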
KDM4E inh: blocks human JMJD2E demethylase activity. 230,000 tested, 1.6% active. JMJD2E catalytic domain, FDH-coupled NADH fluorescence (FDH is formaldehyde dehydrogenase). Potency, µM (top dose mostly 57.1 µM), for the others: at the highest dose activity change, negative = inhibition, most hits filed as inhibitors; active = well fitted inhibition curve with a large enough effect, not every such curve was filed as active; inconclusive = small, poorly fitted or top-dose-only effect, or another doubt; inactive = no such curve, though single readings can be large or run the other way;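 also: 0% = wells with enzyme and -100% = buffer wells without enzyme; nearly all actives have a fitted effect of over 50% in size; many of its hits are not listed in these tables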
RECQ1 inh: inhibitors of human RECQ1 DNA helicase | Potency, µM (doses to about 57.3 µM), without a hit: at the highest dose activity, negative = inhibition, hits mostly inhibitors | P46063 | 240,000 tested, 0.54% active | RECQ1 DNA unwinding, red fluorescence kinetic read;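 also: plate controls were vehicle for no effect and no enzyme for full effect; nearly all actives have a fitted effect of over 30% in size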
Target sequence (P46063 whole entry, looked up): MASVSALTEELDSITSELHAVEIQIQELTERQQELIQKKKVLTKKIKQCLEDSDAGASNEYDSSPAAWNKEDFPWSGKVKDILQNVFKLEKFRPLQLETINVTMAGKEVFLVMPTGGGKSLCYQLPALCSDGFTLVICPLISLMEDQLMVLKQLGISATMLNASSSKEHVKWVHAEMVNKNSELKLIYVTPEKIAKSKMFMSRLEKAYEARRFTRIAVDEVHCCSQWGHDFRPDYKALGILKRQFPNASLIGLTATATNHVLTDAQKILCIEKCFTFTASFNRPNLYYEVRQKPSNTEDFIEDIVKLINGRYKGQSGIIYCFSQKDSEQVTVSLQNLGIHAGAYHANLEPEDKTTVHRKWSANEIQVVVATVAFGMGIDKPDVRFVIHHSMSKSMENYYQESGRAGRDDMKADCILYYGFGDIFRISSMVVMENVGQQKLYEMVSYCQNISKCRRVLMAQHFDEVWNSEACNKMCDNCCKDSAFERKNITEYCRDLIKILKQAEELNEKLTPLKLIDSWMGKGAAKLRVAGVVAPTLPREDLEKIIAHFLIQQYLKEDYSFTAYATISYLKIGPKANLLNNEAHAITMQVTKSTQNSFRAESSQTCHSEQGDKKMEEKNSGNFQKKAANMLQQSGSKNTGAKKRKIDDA
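RECQ1T1 50 nM; forked duplex (20 bp + 30-nt ss tails) 200 nM, ATP 2 mM final; pH 8.0, 2 mM MgCl2, 2.5 ug/ml poly(dI-dC); 15 min compound preincubation; discontinuous kinetic read over 2 h at RT.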
IMPase Li cell: IMPase inhibition in cells with lithium potentiation | CHO-M1 cells, IP1 TR-FRET (IP-One), carbachol + lithium | Potency, µM (series often up to 59.4 µM), for inactives: at the highest dose activity, negative = IMPase inhibition, hits mostly inhibitors | 210,000 tested, 0.35% active;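 also: IP1 builds up when IMPase is blocked and the TR-FRET signal falls; plate controls were basal vehicle for no effect and high inhibitor control for full effect; nearly all actives have a fitted effect of over 50% in size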
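Readout is a homogeneous TR-FRET IP1 immunoassay (Ex 320, Em 665 and 620), where raised cytosolic IP1 lowers signal. Cells were CHO-M1 treated 30 min at 37C with test compounds plus a little lithium; AC50 values came from Hill-equation fitting.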
Epigenetic reg: epigenetic control regulation, reporter derepression. murine LDR cells, GFP reporter derepression, 30 h. Potency, µM (doses to about 53.9 µM), without a hit: top-dose GFP activation, usual class: activators. 280,000 tested, 0.2% active; also: % of control where 0% means no effect; nearly all actives have a fitted effect of over 60% in size
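In this reporter-derepression format, murine cells bearing a silenced integrated CMV-GFP locus incubate with test compound (30 h, 37 C), then are washed and imaged; fluorescent objects of 20–120 um count as induced cells.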
Numbers without * were called inactive; i = inactive; u = inconclusive; x = not tested or not shown; & = joins results of further samples; [ ] = dose if it differs, or a comment. Unless noted, calls follow the shape of the dose curve; as a rule, active = well fitted curve in the direction sought with a large enough effect; inconclusive = small, poorly fitted or top-dose-only effect, or another doubt; inactive = no such curve, though single readings can be large; an effect the other way counts as inactive or inconclusive. Potency is read from the fitted curve at half-maximal effect. Only part of the results is shown; count on the stated rates, not on these rows.

SMILES	NPSR antag	SMN2 splice up	RGS12 GoLoco inh	Luc counter	KDM4E inh	RECQ1 inh	IMPase Li cell	Epigenetic reg
COc1ccc(N2CCN(C(=O)CN=C3NS(=O)(=O)C(c4ccc(C)cc4)=C3C)CC2)cc1	11%[46.1 µM]	-64%[inhibitor]	-18%	2%	-11%	-6%	21%[38.3 µM]	0.0%
NC(=O)C1CCN(C(=O)CSc2ccsc2[N+](=O)[O-])CC1	10%	-5%	8%	0%	10%	i	2%	2.4%
CC(C(=O)N1c2ccc(F)cc2CCC1C)N1C(=O)c2ccccc2C1=O (stereo unspecified)	10%[46.1 µM]	8%	-16%	-1%	1%	3%	10%	0.0%
O=C(CN1C(=O)c2ccccc2C1=O)Nc1nccs1	4%	x	7%	x	4%	4%	x	-2.6%
CCOC(=O)c1ccc(NC(=S)N2CCCC2)cc1	-14%	x	1%	x	1%	1%	10%	2.3%
COc1ccc(-c2nn(C)c(=O)c3ccccc23)cc1NC(=O)COc1ccc(C)cc1	-29%[46.1 µM]	-32%[inhibitor]	-7%	1%	u	1%	7%[38.3 µM]	-1.1%
Cc1nc([N+](=O)[O-])nn1C12CC3CC(CC(Br)(C3)C1)C2	-6%[46.1 µM]	-4%	-10%	-2%	-3%	-2%	-1%[38.3 µM]	-1.0%
O=C(C[C@@H](C(=O)O)N1CCOCC1)c1ccccc1	x	-9%[9.22 µM]	2%[14.2 µM]	-1%[7.66 µM]	x	x	-1%	x
Cc1cc(C)c(S(=O)(=O)c2ccccc2)c(OC(=O)c2c(Cl)cccc2Cl)n1	-26%[46.1 µM]	-5%	4%	-5%	-5%	2%	3%[38.3 µM]	0.9%
C/C(N)=C(/C#N)C(=O)CSc1nnc(COc2cc(C)ccc2C)o1	-5%[46.1 µM]	-10%	13%	-2%	11%	-13%	-16%[38.3 µM]	0.9%
CC(=O)Nc1ccccc1C(=O)N1CC2(C)CC1CC(C)(C)C2 (stereo unspecified)	-12%[46.1 µM]	38%	0%	8%	-2%	i	26%[38.3 µM]	-1.1%
CCOC(=O)Cn1c(=O)oc2cc(S(=O)(=O)NCCc3ccc(OCC)c(OCC)c3)ccc21	-20%[46.1 µM]	0%	9%	-2%	u	-33%	-5%[38.3 µM]	0.2%
Cc1cc(C)cc(NC(=O)C2(c3cccs3)CCOCC2)c1	11%	2%	1%	0%	5%	-3%	-1%	0.0%&1.0%
Cc1ccc(C)n1Cc1ccccc1Cl	-20%	-4%	15%	1%	-6%	i	2%	-0.1%
CN1CCN(c2ccc(CNC(=O)c3cc4ccccc4o3)cc2)CC1	-11%	x	5%	x	0%	-6%	x	3.8%
Cc1cc(C)n(-c2nc3ccccc3nc2Nc2ccc3c(c2)OCO3)n1	-4%[46.1 µM]	12%	21%	-1%	-7%	1%	13%	1.0%
S=C(NCCCN1CCOCC1)N1CCN(c2nc(-c3ccccc3)cs2)CC1	-14%	x	38%[activator]	3%	12%	4%	18%	-3.3%
CCC(=O)Nc1nonc1-c1nc2ccccc2n1Cc1cccc2ccccc12	14%[46.1 µM]	16%	20%	-5%	u	-12%	8%	3.5%
CC(C)OC(=O)CSc1nnnn1-c1ccc2c(c1)OCCO2	-13%[46.1 µM]	-1%	11%	1%	5%	i	7%[38.3 µM]	-1.1%
C/C(=N\NC(=O)C1CC1c1ccccc1)c1cccc([N+](=O)[O-])c1 (stereo unspecified)	4%[46.1 µM]	-9%	9%	0%	-4%	1%	2%[38.3 µM]	-0.5%
CC(C)Nc1c([N+](=O)[O-])c(=O)oc2ccccc12	6%	4%	-2%	2%	5%	5%	0%	-0.5%
CC(c1ccccc1)C(Cc1nc2ccccc2[nH]1)c1nc2ccccc2[nH]1 (stereo unspecified)	-43%	-4%	8%	1%	1%	-15%	14%	-0.5%
O=C1OC(c2ccccc2)=C/C1=C/N1CCOCC1	-8%[46.1 µM]	u	8%	-3%	-8%	-6%	15%	2.4%
CC(C)(C)NC(=O)Cn1c(=O)n(CC(=O)NC(C)(C)C)c2ccccc21	6%	6%	9%	-2%	-33%	13%	5%	0.2%
C=CCn1c(=S)sc2c(=O)[nH]c(C)nc21	7%	x	1%	x	0%	i	x	-0.3%
SMILES	NPSR antag	SMN2 splice up	RGS12 GoLoco inh	Luc counter	KDM4E inh	RECQ1 inh	IMPase Li cell	Epigenetic reg
COc1ccc(NC(=O)COc2ccc(C)cc2)c([N+](=O)[O-])c1	4%	0%	1%	0%	5%	-3%	-4%	10%
O=C(O)CNCC1COc2ccccc2O1 (stereo unspecified)	-21%[46.1 µM]	0%	0%	12%	-6%	-8%	-16%[38.3 µM]	-0.7%
O=C(CCNS(=O)(=O)c1cccs1)N1CCCCCC1	-7%[46.1 µM]	17%	6%	-2%	-1%	-3%	-4%[38.3 µM]	-3.3%
C[C@@H]1C(=O)O[C@H]2[C@H]1CC[C@@]1(C)C(=O)C=C[C@@](C)(O)[C@H]21	8%	x	-2%	x	-1%	u	x	u
CCc1ccc(OC)c(-c2csc(N)n2)c1	0%	x	10%	1%	2%	-4%	-5%	1.1%
Cc1ccc(-c2[nH]ncc2/C=N/n2c(COc3ccccc3)nc3ccccc3c2=O)cc1	u	-9%	6%	3%	-2%	-1%	22%	1.3%
CCCCN(CC)C(=O)Cc1ccccc1OC	-6%[46.1 µM]	-8%	4%	-5%	-3%	-6%	-11%[38.3 µM]	0.0%
N#Cc1nc(-c2cccs2)oc1N1CCOCC1	-6%[46.1 µM]	-14%	-2%	6%	-2%	-2%	11µM*	0.0%
COC(=O)C1C(=O)NCC1c1ccc(OC)cc1 (stereo unspecified)	1%[46.1 µM]	x	-15%	13%	-6%	-9%	11%[38.3 µM]	-1.0%
CCOc1ccc(-n2c(SCc3cc(=O)oc4cc(C)c(C(C)C)cc34)nnc2-c2cccnc2)cc1	-16%	-20%	8%	0%	-1%	-7%	10%	0.0%
CCOCc1nnc(NC(=O)c2cc(Cl)ccc2OC)s1	-12%[46.1 µM]	-10%	5%	-2%	u	i	22%[38.3 µM]	0.0%
COc1ccc(Cl)cc1-c1nc(SCC(=O)NC(C)C)n[nH]1	-5%	u	5%	4%	2%	-8%	4%	-0.8%
COc1ccc2c(c1)CCc1cn3ncc(C#N)c3nc1-2	12%	x	26%	0%	u	-10%	-17%	15%
CCOc1cc(C(=O)Nc2cc(C)ccc2OC)ccc1OCC(=O)N1CCCCC1	-10%	5%	-7%	-1%	1%	-3%	5%	-1.9%
COc1ccc(-c2nc3cnc(N4CCN(C)CC4)nc3n(CCC#N)c2=O)cc1	x	-6%	-20%	2%	x	-4%	-1%	x
Cn1c(=O)c2c(nc(NC3CCCCC3)n2CC(O)COc2ccccc2)n(C)c1=O (stereo unspecified)	u	-7%	5%	2%	1%	i	-4%[38.3 µM]	2.8%
COc1ccccc1N1C(=O)c2cccc3c(C(=O)O)ccc(c23)C1=O	-9%[46.1 µM]	-3%	0%	-4%	-10%	-12%	-4%[38.3 µM]	2.0%
O=C(NC(=S)Nc1ccccc1N1CCN(C(=O)c2ccccc2)CC1)c1cccs1	-38%	x	0%	x	-11%	-12%	x	6.8%
COc1ccc(/C=N/NC(=S)Nc2cc(S(=O)(=O)N3CCOCC3)ccc2N2CCOCC2)cc1O	-13%	16%	16%	1%	-11%	i	-2%	-1.0%
O=C(C1CCCN(S(=O)(=O)c2ccc(F)cc2)C1)N(Cc1cccs1)C1CC1 (stereo unspecified)	-26%[46.1 µM]	-51%[inhibitor]	3%	-1%	5%	-12%	25%[38.3 µM]	-0.4%
O=C(O)c1cc(S(=O)(=O)N2CCCCC2)ccc1F	3%[46.1 µM]	10%	-5%	0%	0%	-2%	5%[38.3 µM]	1.3%
Cn1c(-c2ccc(F)cc2)cnc1SCC(=O)NNC(=O)Cc1ccccc1	-6%	-1%	18%	-1%	-3%	-6%	2%	1.5%
FC(F)(F)c1nc(SCc2ccc(Cl)cc2Cl)n[nH]1	-15%	x	6%	x	0%	-4%	x	0.0%
Cc1ccc(NC2=C(NCCO)C(=O)c3ccccc3C2=O)cc1	-21%	22%	4%	-6%	u	i	27%	1.1%
C=CCn1c(SCCOc2ccc(OC)cc2)nnc1C(C)NC(=O)c1ccc(OC)cc1 (stereo unspecified)	-17%[46.1 µM]	-7%	-19%	3%	4%	-4%	26%[38.3 µM]	-1.6%
SMILES	NPSR antag	SMN2 splice up	RGS12 GoLoco inh	Luc counter	KDM4E inh	RECQ1 inh	IMPase Li cell	Epigenetic reg
O=C(c1cnn(C(=O)c2ccc(O)cc2)c1)c1ccccc1O	11%	-6%	50%[activator]	-10%	-2%	i	1%	2.6%
OCCNCc1ccc(OC2CCCC2)cc1	-3%[46.1 µM]	15%	8%	-3%	-2%	0%	47%[activator][38.3 µM]	0.0%
Nc1nc(SCC(=O)Nc2ccc([N+](=O)[O-])cc2Br)n[nH]1	10%	-41%[inhibitor]	13%	-1%	8%	u	-5%	0.0%
CCOC(=O)C1=C(CC)Nc2ccccc2N=C1NC(=O)c1cccc(S(=O)(=O)N2CCCC2)c1	-21%[46.1 µM]	13%	5%	-3%	-13%	-15%	6%[38.3 µM]	2.0%
CCCc1nc(SCC(=O)Nc2ccc(S(=O)(=O)N(C)C)cc2)c2ccccc2n1	-30%	-32%[inhibitor]	5%	-3%	0%	-5%	u	0.0%
Cc1ccc(C)c(CSC2=NCCN2C(=O)Cc2ccc([N+](=O)[O-])cc2)c1	-57%	-11%	1%	-3%	1%	-6%	6%	-1.1%
COc1ccc(CCNC(=O)N2CCOCC2)cc1	10%[46.1 µM]	12%	4%	6%	3%	6%	-3%	0.0%
CC(=O)c1cccc(NC(=O)NCc2cccs2)c1	1%[46.1 µM]	7%	8%	-6%	5%	-1%	0%[38.3 µM]	2.6%
Cc1ccc(S(=O)(=O)c2nc(NCCN(C)C)sc2Cl)cc1	-2%[46.1 µM]	-11%	3%	-1%	9%	-1%	-10%[38.3 µM]	-1.3%
CC(NC(=O)CSC1=NCCS1)c1ccccc1 (stereo unspecified)	10%[46.1 µM]	x	x	x	7%	-3%	x	-0.9%
CCCCn1c(SCC(=O)N2CCN(c3ccccc3)CC2)nc2ccsc2c1=O	u	x	x	x	-4%	-13%	x	-2.2%
COc1ccccc1-n1c(SCC(N)=O)nnc1-c1ccc(S(=O)(=O)N2CCCCC2)cc1	-8%[46.1 µM]	-20%	1%	10%	-3%	-11%	-2%[38.3 µM]	2.1%
